Growth percent in the NCI-60 one-dose screen (48 h, 10 µM unless noted): 100 = growth as untreated, 0 = no growth, -100 = all killed.
SK-OV-3: SK-OV-3 ovarian cancer cells. hit rate 3.2% among 80,000
OVCAR-5: OVCAR-5 ovarian cancer; hit rate 2.9% among 82,000
UO-31: UO-31 renal cancer; AID 1794768; hit rate 5.2% among 81,000
SN12C: SN12C renal cancer cells | hit rate 3.8% among 81,000 | AID 1794767
OVCAR-4: OVCAR-4 ovarian cancer cells; hit rate 3.7% among 80,000; AID 1794784
IGROV1: IGROV1 ovarian cancer | hit rate 4.7% among 79,000
TK-10: TK-10 renal cancer cells; hit rate 3.9% among 81,000
786-0: 786-0 renal cancer cells; AID 1794775; hit rate 5.1% among 81,000
* = called active by the depositor; · = not tested or not shown; & = joins results of further samples. Rule for the calls: active = growth percent below 10; inactive = the rest. Outcome played no part in choosing rows; overall some 8.7% were active at least once.

no.	Structure	SK-OV-3	OVCAR-5	UO-31	SN12C	OVCAR-4	IGROV1	TK-10	786-0
1	CCn1cc(C(=O)NN=C2CCCCC2)c(=O)c2ccc(C)nc21	91	98	85	85	87	94	105	91
2	Cc1ccc2c(c1)C(C)Cc1c(Cl)nc(C)nc1N2C (stereo not given)	89	95	81	91	93	95	92	89
3	COC(=O)[C@H]1Cc2c([nH]c3ccccc23)[C@H](c2ccc3c(c2)OCO3)N1	102	100	80	100	94	91	96	99
4	CC(C)(C)c1ccc2oc(=O)cc(Cn3cc(CSc4nc5ccccc5o4)nn3)c2c1	84	117	81	106	104	104	112	107
5	NC(=S)c1ncn(C2OC(CO)C(O)C2O)c1N (stereo not given)	97	92	90	99	111	·	92	93
6	CC(=O)NNC(=S)/N=C/c1c(O)cc(C)oc1=O	102	104	99	109	92	110	104	99
7	Nc1ccc(-c2ccc(F)cc2)c(F)c1NC(=O)N1Cc2nccnc2C1	68	93	89	94	87	98	69	94
8	Cc1ccc(-c2csc(NC(=O)c3cc(-c4ccc(Cl)cc4)nc4ccc(Cl)cc34)n2)cc1	80	99	66	80	81	56	116	91
9	NC12CC3CC(CC(C3)C1)C2	111&113&101	108&95&101	104&95&89	113&104&106	114&96	55&110	111&147&105	107&96&104
10	Cc1ccc(NC(=O)/C=C\C(=O)O)cc1	102	107	90	107	·	128	112	110
11	COc1ccc(Cc2nnc(SCC(=O)Nc3ccc(C)cc3)n2-c2ccc(C)cc2)cc1	88	139	70	109	108	107	107	109
12	O=C(NO)C(=O)NO	94	108	81	104	101	104	97	98
13	COc1ccc(/C=C(/C(C)=O)C(=O)c2ccccc2)cc1	105	107	98	94	87	108	108	98
14	COc1ccccc1/C=N/N=C(\C)c1nnn(-c2ccc(Cl)cc2)c1C	108	103	84	104	103	107	104	103
15	C\C=C/C=N/N=C(N)\C(N)=N\N=C\C=C\C	112	120	82	102	95	118	103	108
16	CC(C)Oc1ccc2c(=O)cc(-c3ccccc3)oc2c1	107	97	87	101	·	102	87	86
17	CCc1cccc(Cl)c1	107	105	85	91	·	100	107	105
18	CC(C)C(=O)Oc1ccc(/C=C/c2cc(OC(=O)C(C)C)cc(OC(=O)C(C)C)c2)cc1	125	95	56	89	88	87	89	81
19	Cc1[nH]c2ccc(F)cc2c1CCNC(=O)C1CCN(C(=O)c2ccc3ccccc3c2)CC1	92	111	71	93	86	96	98	99
20	O=C1/C(=C/c2ccc([N+](=O)[O-])s2)Oc2ccccc21	12	-57*	-78*	-23*	-87*	-73*	-21*	-37*

Rewritten with each value named: entries from further up.
[19] Cc1[nH]c2ccc(F)cc2c1CCNC(=O)C1CCN(C(=O)c2ccc3ccccc3c2)CC1
  SK-OV-3: 92	OVCAR-5: 111	UO-31: 71	SN12C: 93	OVCAR-4: 86	IGROV1: 96	TK-10: 98	786-0: 99
[15] C\C=C/C=N/N=C(N)\C(N)=N\N=C\C=C\C
  SK-OV-3: 112	OVCAR-5: 120	UO-31: 82	SN12C: 102	OVCAR-4: 95	IGROV1: 118	TK-10: 103	786-0: 108
[11] COc1ccc(Cc2nnc(SCC(=O)Nc3ccc(C)cc3)n2-c2ccc(C)cc2)cc1
  SK-OV-3: 88	OVCAR-5: 139	UO-31: 70	SN12C: 109	OVCAR-4: 108	IGROV1: 107	TK-10: 107	786-0: 109

(further entries)
no.	Structure	SK-OV-3	OVCAR-5	UO-31	SN12C	OVCAR-4	IGROV1	TK-10	786-0
21	Cc1cccc(/C=C/C(=O)Nc2ncc(Cc3cccc(C)c3)s2)c1	30	41	35	39	46	32	55	21
22	O=C(c1ccccc1)c1cc(C(=O)NCc2cccc(Cl)c2)n(Cc2ccccc2)c1-c1ccccc1	89	111	75	97	73	104	87	90
23	Nc1nc2nc(N=Nc3ccc(S(=O)(=O)O)cc3)[nH]c2c(=O)[nH]1	97	99	90	100	117	102	88	104
24	CCCCN(CCCC)C(=O)c1ccc(C)cc1	100	94	95	97	110	99	·	103
25	O=c1[nH]c2ccccc2cc1-c1nc2ccccc2n2cccc12	99	86	96	88	90	·	94	98
26	Cc1ccc(S(=O)(=O)/C=C\S(=O)(=O)c2ccc(C)cc2)cc1	104	106	66	101	109	101	106	116
27	COc1ccc(C(=S)c2cc(OC)c(OC)c(OC)c2)cc1OC(=O)CCl	25	67	45	35	53	24	65	27
28	COc1cc2c(cc1OC)C1=CCCCC1NC2=O (stereo not given)	109	97	97	102	102	111	95	93
29	CC(C)(CNc1ccccc1)[N+](=O)[O-]	106	88	89	100	99	107	116	95
30	CC1=C(/C=C/C(C)=C/C=C(C(=O)O)\C(C)=C\C(=O)O)C(C)(C)CCC1	103	97	93	92	115	99	98	100
31	CC(=O)OC[C@H]1O[C@@H](NS(N)(=O)=O)C(OC(C)=O)C(OC(C)=O)C1OC(C)=O (stereo not given in full)	103	97	95	101	101	109	93	102
32	OC(CCc1ccccc1)c1ccccc1 (stereo not given)	110	101	100	107	106	114	104	101
33	Cc1cc(/C=C/c2ccccc2)nc2ccccc12	83	86	48	104	86	85	97	102
34	Cc1ccc(CC(=O)c2ccccc2)cc1	105	98	79	103	102	106	91	98
35	Cc1cccc(OC(=O)Nc2ccc(C(=O)O)c(O)c2)c1	100	101	86	104	113	114	104	104
36	Nc1ccc(S(=O)(=O)c2ccc(Cl)cc2)cc1	109	90	86	95	110	97	96	99
37	O=C1COCCN1c1ccc(Nc2nc(Cl)nc(OCCCl)n2)cc1	105	100	93	99	100	92	106	105
38	CC(C(=O)O)/C(=C\c1ccccc1)C(=O)O (stereo not given)	119	101	91	100	112	105	107	106
39	Cc1ccc(-c2nc(C#N)c(S(=O)(=O)N3CCN(S(=O)(=O)c4ccc(Cl)cc4)CC3)o2)cc1	87	105	97	93	87	96	117	49
40	CCCC(C)c1cc([N+](=O)[O-])c(O)c([N+](=O)[O-])c1 (stereo not given)	88	97	90	104	105	109	92	98
41	O=C(c1ccccc1)[C@H]1[C@@H]2CCCN2[C@]2(C(=O)Nc3ccc(F)cc32)[C@]12C(=O)Nc1ccccc12	84	92	85	92	82	81	113	88
42	N=C1C(c2nc3ccccc3s2)=C(O)CN1c1cc(Cl)cc(Cl)c1	99	87	60	86	131	53	115	71
43	O=C(O)c1c(Cl)c(Cl)c(Cl)c(Cl)c1C(=O)OCC1CCCO1 (stereo not given)	110	117	87	100	108	·	109	103
44	C=CCn1cc(-c2nc3ccccc3s2)c2cc(-c3ccc4c5c(cccc35)C(=O)N(CCN3CCNCC3)C4=O)ccc21	101	90	81	76	88	68	132	·
45	CCCCOC(=O)Cc1ccc(OC)cc1	109	107	103	115	101	·	92	97
46	COc1ccc(C(C(=O)NC(C)(C)C)N(Cc2ccco2)C(=O)CNC(=O)OC(C)(C)C)cc1OC (stereo not given)	110	96	83	103	106	17	142	100
47	CCOC(=O)Cc1c[nH]c2ccc([N+](=O)[O-])cc12	100	105	83	98	108	106	102	102
48	CCn1c(Sc2nnc(/N=C3\NC(=O)/C(=C/c4ccc(OC)cc4)S3)s2)nc2c1c(=O)n(C)c(=O)n2C	105	97	87	96	114	101	110	98
49	CCOC(=O)/C(C#N)=C/c1ccccc1Br	103	115	93	110	106	110	104	97
50	Cc1ccc(S(=O)(=O)NCCCCCC(=O)O)cc1	101	97	88	107	111	96	91	104

Some of the entries above in a different format:
42	N=C1C(c2nc3ccccc3s2)=C(O)CN1c1cc(Cl)cc(Cl)c1
  SK-OV-3: 99
  OVCAR-5: 87
  UO-31: 60
  SN12C: 86
  OVCAR-4: 131
  IGROV1: 53
  TK-10: 115
  786-0: 71

43	O=C(O)c1c(Cl)c(Cl)c(Cl)c(Cl)c1C(=O)OCC1CCCO1 (stereo not given)
  SK-OV-3: 110
  OVCAR-5: 117
  UO-31: 87
  SN12C: 100
  OVCAR-4: 108
  IGROV1: ·
  TK-10: 109
  786-0: 103

48	CCn1c(Sc2nnc(/N=C3\NC(=O)/C(=C/c4ccc(OC)cc4)S3)s2)nc2c1c(=O)n(C)c(=O)n2C
  SK-OV-3: 105
  OVCAR-5: 97
  UO-31: 87
  SN12C: 96
  OVCAR-4: 114
  IGROV1: 101
  TK-10: 110
  786-0: 98

(more compounds)
no.	Structure	SK-OV-3	OVCAR-5	UO-31	SN12C	OVCAR-4	IGROV1	TK-10	786-0
51	Cc1cccc(C)c1NCc1nc(-c2ccccc2)n[nH]1	94	96	91	105	102	95	101	96
52	CCCCCN1CCN(C(CC(=O)c2ccccc2)C(=O)c2ccccc2)CC1 (stereo not given)	102	110	95	·	107	58	100	102
53	Cc1ccc(S(=O)(=O)OC(CCC#N)C(CCC#N)OS(=O)(=O)c2ccc(C)cc2)cc1 (stereo not given)	92	94	63	94	93	105	99	92
54	CN(CC(O)CN(C)C1CCCCC1)C1CCCCC1	91	97	87	104	104	99	77	81
55	C=C(C)[C@@H]1CCC[C@]2(COS(=O)(=O)c3ccc(C)cc3)CC[C@]3(C)[C@@H](CC[C@@H]4[C@@]5(C)CCCNC(C)(C)[C@@H]5CC[C@]43C)[C@@H]12	99	63	61	-94*	-64*	-87*	43	-78*
56	COc1ccc(/C=N/NC(=O)c2cnn3c2NC(c2ccccc2)C3)cc1OC1CCCC1 (stereo not given)	·	101	80	91	76	101	109	98
57	CC1=C(Nc2ccc(F)cc2)C(=O)OC1C (stereo not given)	100	104	80	80	85	83	89	102
58	Cc1cc(C(=O)Nc2ncc(Cc3ccc(F)cc3)s2)c(C)o1	82	53	48	77	61	66	53	58
59	CC(C)c1cccc(C#N)c1	106	112	99	97	101	115	121	102
60	Cc1cc(C(=O)NN)no1	115	100	80	110	116	108	127	104
61	OC(c1ccccc1)c1cnccc1NC1CCCCC1 (stereo not given)	106	108	70	94	80	102	93	99
62	CCOC(=O)c1cc2c(n(C)c1=O)-c1cnn(-c3ccc(Cl)cc3)c1CC2	115	94	·	89	95	113	108	106
63	O=Cc1ccc(Oc2nc(N3CCCCC3)nc(N3CCCCC3)n2)cc1	100	101	89	104	·	101	96	101
64	COc1ccc2cc(-c3ccc(-c4ccc(C(=N)N)cc4)s3)ccc2c1	·	103	90	100	97	70	48	100
65	CC(NC(=O)C(Cc1ccc(OC(=O)c2ccccc2)cc1)NC(=O)OC(C)(C)C)C(=O)NCC(=O)NC(Cc1ccccc1)NC(=O)OCc1ccccc1 (stereo not given)	109	·	92	95	106	112	104	96
66	Cc1cccc(N2CCN(CC(O)COc3ccccc3Cl)CC2)c1 (stereo not given)	84	136	101	99	108	121	108	95
67	Cc1ccc(-c2cc(C(=O)Nc3ccc(S(=O)(=O)Nc4onc(C)c4C)cc3)[nH]n2)c(O)c1	96	94	80	96	109	104	99	112
68	N#Cc1c(Nc2ccccc2)nn2c(-c3ccc(Cl)cc3)ccnc12	109	102	85	103	101	105	99	95
69	Nc1c(C(=O)O)nnn1Cc1ccccc1	100	101	92	103	106	105	115	114
70	O=C(NNc1nc2cc(C(F)(F)F)ccc2n2cccc12)c1cnccn1	-88*	-59*	-65*	-60*	-44*	-16*	-92*	-99*
71	Clc1ccccc1C=Nc1ccc2c(c1)Cc1ccccc1-2	111	111	73	98	112	113	108	105
72	Nc1c(C(=O)Nc2ccccc2Cl)sc2nc3c(cc12)C(=O)CCC3	14	70	69	57	84	63	64	91
73	ClCCCCOC1CCCCO1 (stereo not given)	111	·	90	101	109	114	110	106
74	CN(C)c1ccnc2c1ccn2C(=O)NS(=O)(=O)c1ccccc1	115	99	84	106	·	98	96	97
75	Cn1c(=O)c2[nH]c(N/N=C/c3ccc(F)cc3)nc2n(C)c1=O	116&110	109&104	102&91	102&108	98&106	109	82&81	88&89
76	COc1ccc(C2C(C#N)=C(N)Oc3c2c(N)nn3-c2ccccc2)cc1 (stereo not given)	90	95	64	90	97	90	113	96
77	O=S(=O)(NCCNc1nccc(-n2ccc3cccnc32)n1)c1ccc(Cl)cc1	119	102	106	97	97	110	102	98
78	O=P1(NC2CCCC2)OCC2(CO1)COP(=O)(NC1CCCC1)OC2 (stereo not given)	99	104	89	102	102	125	109	106

Source: PubChem (NCI)
